APOBEC3A inh – human APOBEC3A DNA deaminase inhibition | P31941 | recombinant A3A, FAM/TAMRA ssDNA deamination fluorescence | inhibition, % at 20 µM | 330,000 compounds, 0.41% hits;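 active means at least 40% inhibition at 20 µM here, with at most 30% in a related deaminase screen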;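 further: plate controls were A3A with DMSO for no effect and wells lacking A3A enzyme for full effect; some results filed as inactive read as strong as hits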
Target sequence (P31941 whole entry, looked up): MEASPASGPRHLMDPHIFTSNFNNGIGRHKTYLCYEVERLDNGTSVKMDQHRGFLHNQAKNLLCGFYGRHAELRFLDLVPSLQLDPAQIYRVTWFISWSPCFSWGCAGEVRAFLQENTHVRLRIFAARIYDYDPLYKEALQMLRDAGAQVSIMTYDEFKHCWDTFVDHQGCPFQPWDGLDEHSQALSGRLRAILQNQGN
MPTP inh – blocks calcium-induced mitochondrial swelling; inhibition, % at 10 µM; isolated mouse mitochondria, Ca2+ swelling absorbance, 30 min; 360,000 compounds, 1.4% hits; AID 602449;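 active means inhibition of 50% or more, scaled per plate between neutral and stimulator controls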;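 further: 0% = DMSO wells given calcium and 100% = 1 mM EGTA wells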
A3G deaminase – blocks human APOBEC3G single-stranded DNA deamination; Q9HC16; recombinant A3G, ssDNA deamination FAM/TAMRA fluorescence; inhibition, % at 20 µM; 330,000 compounds, 0.28% hits;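 active means inhibition of at least 40% at 20 µM, with no more than 30% in the related APOBEC3A deaminase screen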;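 further: plate controls were DMSO wells with A3G for no effect and wells lacking A3G enzyme for full effect; some compounds called inactive have numbers as strong as hits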
Target sequence (Q9HC16 whole entry, looked up): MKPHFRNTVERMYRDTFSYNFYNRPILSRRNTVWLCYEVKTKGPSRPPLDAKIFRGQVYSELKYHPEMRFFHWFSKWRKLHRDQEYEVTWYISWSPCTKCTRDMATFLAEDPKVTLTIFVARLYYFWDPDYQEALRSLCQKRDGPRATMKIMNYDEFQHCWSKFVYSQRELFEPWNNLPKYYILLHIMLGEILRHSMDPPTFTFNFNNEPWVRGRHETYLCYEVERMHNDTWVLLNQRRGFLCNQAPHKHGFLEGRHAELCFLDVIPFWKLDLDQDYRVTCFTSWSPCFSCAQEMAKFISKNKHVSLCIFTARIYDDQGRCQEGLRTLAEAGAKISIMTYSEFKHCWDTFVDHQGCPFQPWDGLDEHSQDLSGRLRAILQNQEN
Gli-Sufu block – blocks Gli-Sufu signaling in a luciferase reporter; Sufu-KO-LIGHT fibroblasts, Gli luciferase reporter luminescence; inhibition, % at 5 µM; 340,000 compounds, 0.74% hits; AID 588413;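 active means inhibition above about 55%, limit read from the data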;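 further: 0% = DMSO-treated cells and 100% = wells with medium but no cells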
CCR6 antagonist – blocks CCL20-driven beta-arrestin recruitment at human CCR6; CHO-K1 CCR6 PathHunter beta-arrestin, luminescence, CCL20-stimulated; 340,000 compounds, 0.49% hits; inhibition, % at 20 µM;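 active means compounds whose inhibition of the agonist-driven luminescence signal at 20 µM reaches about 50%, limit read from the data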;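 further: cells stimulated with CCL20 at 14 nM final; plate controls were DMSO with CCL20 for no effect and DMSO without agonist for full effect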
Target sequence (P51684 whole entry, looked up): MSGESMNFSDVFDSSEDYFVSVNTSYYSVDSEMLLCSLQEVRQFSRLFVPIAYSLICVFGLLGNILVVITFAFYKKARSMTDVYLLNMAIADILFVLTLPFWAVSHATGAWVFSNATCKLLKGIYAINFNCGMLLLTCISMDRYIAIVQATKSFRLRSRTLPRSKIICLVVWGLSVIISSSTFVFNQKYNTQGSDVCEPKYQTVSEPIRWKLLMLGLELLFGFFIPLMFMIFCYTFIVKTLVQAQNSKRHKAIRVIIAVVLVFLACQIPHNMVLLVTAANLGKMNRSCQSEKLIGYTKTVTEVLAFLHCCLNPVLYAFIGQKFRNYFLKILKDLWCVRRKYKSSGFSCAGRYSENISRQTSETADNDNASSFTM
NR3A LBD binder – modulates the human NR3A ligand-binding domain; AID 1259313; Tm shift relative to glycine control, % at 25 µM; NR3A LBD differential scanning fluorimetry, Tm shift; 0% = protein alone, 100% = glycine-bound protein; 340,000 compounds, 2.5% hits;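 active means melting temperature shift of at least 10% of the positive control shift, at one fixed dose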
CXCR6 inh – CXCR6 (human) receptor inhibition. AID 602244. CHO-K1 PathHunter CXCR6 beta-arrestin, luminescence. inhibition, % at 20 µM. 360,000 compounds, 0.36% hits; in the data active means inhibition above about 34%, passing the limit was not always enough;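 further: antagonist mode with CXCL16 agonist at 10 nM final; 0% = 10 nM CXCL16 with DMSO and 100% = unstimulated wells without agonist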
EBI2 antag – EBI2 (human) antagonism | EBI2 beta-arrestin recruitment, luminescence, 7a,25-OHC stimulated | 360,000 compounds, 0.81% hits | P32249 | inhibition, % at 5 µM | AID 651636; in the data active means inhibition above about 38%;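 further: enzyme fragment complementation signal reports receptor beta-arrestin coupling in cells; 0% = agonist plus DMSO wells and 100% = wells without agonist; some results beyond the cut were filed as inactive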
* hit, by the source's call; . = not tested or not shown. Not a hit list; about 5.8% have a hit in one of these screens.

item | Structure | APOBEC3A inh | MPTP inh | A3G deaminase | Gli-Sufu block
1 | Cc1cc(C)c(S(C)(=O)=O)c(Oc2ccc(F)cc2)n1 | 0 | -5.0 | -1 | 21
2 | C[C@@H]1CN([C@H](C)CO)C(=O)c2cccc(NC(=O)c3ccncc3)c2O[C@@H]1CN(C)Cc1ccc(C(=O)O)cc1 | -5 | 1.2 | -8 | 5
3 | COc1cc2c(cc1OC)CN(C(=O)CCNC(=O)c1ccccc1Cl)CC2 | 2 | -0.2 | -3 | 2
4 | Cn1c(=O)c2c(ncn2CC(=O)Nc2nc(-c3ccccc3Cl)cs2)n(C)c1=O | -3 | 15 | -7 | 8
5 | O=C(c1c[nH]c2ccc(S(=O)(=O)N3CCC4(CC3)OCCO4)cc2c1=O)N1CCOCC1 | . | 2.1 | . | 13
6 | Cc1[nH]c2ccccc2c1CCC(N)=O | 6 | 0.2 | -3 | -20
7 | Cc1ccc(C(=O)C(OC(=O)CN2C(=O)c3ccccc3C2=O)c2ccccc2)cc1 (centres undefined) | -2 | 5.2 | -3 | 3
8 | CCCN1C(=O)/C(=C\C=C2/Sc3ccccc3N2CCO)SC1=S | 0 | 20 | 0 | 11
9 | CC1(Cc2ccc3c(c2)OCO3)NC(=O)NC1=O (centres undefined) | -2 | -0.4 | 1 | 5
10 | CCC(C)NS(=O)(=O)c1ccc(OCC(=O)N2CCC(C)CC2)cc1 (centres undefined) | -4 | 0.3 | -7 | 4
11 | CC(=O)C1=C(C)OC(N)=C(C#N)C1c1cccc([N+](=O)[O-])c1 (centres undefined) | -3 | -0.9 | -4 | 0
12 | Brc1ccc(-c2nc(N/N=C/c3cccnc3)c3ccccc3n2)cc1 | -11 | 3.1 | -6 | 5
13 | COc1cccc(OC)c1-c1nn2c(-c3ccccc3Cl)nnc2s1 | 4 | 4.4 | -8 | 3
14 | COc1cc(NS(=O)(=O)c2ccc(NC(=S)NC(=O)C(C)(C)C)cc2)nc(OC)n1 | 1 | 0.3 | 2 | -5
15 | O=C1C=C(c2ccccc2)OC(=O)C1C(=O)c1ccccc1 (centres undefined) | 7 | 1.6 | -4 | 1

item | CCR6 antagonist | NR3A LBD binder | CXCR6 inh | EBI2 antag
1 | 15 | -1 | 4 | -8
2 | 2 | 0 | 9 | -4
3 | 3 | 0 | -2 | -1
4 | -10 | -9 | -8 | -11
5 | -2 | 1 | -6 | -4
6 | -10 | -2 | -1 | -12
7 | 17 | 1 | 1 | 11
8 | 31 | 0 | 20 | 3
9 | -8 | -1 | -16 | -13
10 | 9 | 0 | -1 | -4
11 | 14 | -1 | -5 | -15
12 | -22 | -19 | -6 | 13
13 | 14 | -2 | 13 | 1
14 | -6 | -2 | -1 | 10
15 | 4 | 2 | 2 | -7

Continuation.
item | Structure | APOBEC3A inh | MPTP inh | A3G deaminase | Gli-Sufu block
16 | O=C(NN1C(=O)c2ccccc2NC1c1ccccn1)c1ccc([N+](=O)[O-])cc1 (centres undefined) | 1 | -0.3 | -3 | -2
17 | CCCCN1C(=O)/C(=C2\SC(N3CCOCC3)=NC2=O)c2ccccc21 | 0 | 0.9 | -7 | -11
18 | O=C(Cn1nnc(-c2cccc(C(F)(F)F)c2)n1)NNS(=O)(=O)c1cccc(C(F)(F)F)c1 | 3 | 15 | -2 | 5
19 | COc1ccc2oc(-c3ccco3)cc(=O)c2c1 | 5 | 0.1 | -5 | -92
20 | CN1CCc2c(sc(NC(=O)Cc3ccccc3)c2C(N)=O)C1 | 0 | -0.9 | 3 | 8
21 | CC(Oc1ccc(-c2ccccc2)cc1)C(=O)N/N=C/c1cccnc1 (centres undefined) | -1 | 0.4 | -9 | -6
22 | O=C(CCn1cccc1)NC1CCCc2ccccc21 (centres undefined) | 2 | -1.6 | -2 | 13
23 | COc1ccc(NC(=O)C2CCN(C(=O)C3CC(=O)N(c4ccc(C)cc4)C3)CC2)cc1 (centres undefined) | -5 | 1.7 | -11 | -27
24 | CCCc1cc(=O)oc2cc(C)cc(OCC(=O)NCC(O)c3ccccc3)c12 (centres undefined) | -6 | 1.0 | -10 | 7
25 | CCC(=O)N(CCC1(C(C)C)CCOC(C)(C)C1)C(C)c1cccs1 (centres undefined) | 0 | 1.1 | -2 | 5
26 | CCOc1ccc(/C=C(/NC(=O)c2ccccc2)C(=O)NCCC(=O)O)cc1 | 0 | 0.1 | -4 | 4
27 | COc1ccc(CC(=O)Nc2ccc(C)c(S(=O)(=O)N3CCCCCC3)c2)cc1 | -2 | 1.2 | -7 | -1
28 | OCCNC(=S)Nc1ccc2c(c1)OCCO2 | -6 | 1.3 | -13 | 3
29 | C#CCOCCOCCOCCNc1nc(N2CCN(C(=O)[C@H](CCCCN)n3cc(CCCC)nn3)CC2)nc(N2CCN(C(=O)[C@H](Cc3ccc(O)cc3)n3cc(CCO)nn3)CC2)n1 | -2 | -3.2 | -4 | -4
30 | CCc1ccc(CN2CCC(n3nccc3NC(=O)Cc3ccccc3)CC2)o1 | -4 | 1.3 | -5 | 16

item | CCR6 antagonist | NR3A LBD binder | CXCR6 inh | EBI2 antag
16 | -15 | -8 | -7 | -10
17 | 2 | -4 | 2 | 6
18 | 1 | 9 | 7 | -3
19 | 4 | 0 | 5 | 0
20 | 6 | 2 | -7 | -14
21 | 5 | 0 | -8 | 20
22 | 9 | -2 | 1 | -5
23 | 12 | -2 | -4 | 4
24 | 8 | 0 | -1 | -8
25 | 4 | -1 | -24 | -8
26 | 2 | 1 | -1 | -4
27 | 15 | -4 | 0 | 9
28 | 0 | 0 | -4 | -21
29 | -12 | 3 | -8 | -12
30 | 3 | 5 | 5 | -6

(more compounds)
item | Structure | APOBEC3A inh | MPTP inh | A3G deaminase | Gli-Sufu block
31 | O=C(COC(=O)/C=C/c1ccc(F)cc1)NC1CCCCCC1 | 0 | 1.9 | 18 | -17
32 | CCCCCCNS(=O)(=O)c1ccccc1Br | -1 | 0.2 | -9 | 25
33 | O=C(CCCN1C(=O)c2ccccc2C1=O)Nc1ccccc1C(=O)N1CCOCC1 | -1 | -1.8 | -8 | 19
34 | O=C(CSc1ccc(-c2ccc(F)cc2)nn1)NCCc1ccccc1 | 1 | 1.1 | -11 | 0
35 | Cc1cccc(NC(=O)NCCN2CCCCC2)c1 | -1 | -0.4 | -11 | 1
36 | CCCc1ccc(S(=O)(=O)NCc2nnc(SC)n2C)cc1 | 1 | -0.1 | -4 | 9
37 | O=C(N[C@@H](Cc1c[nH]c2ccccc12)C(=O)O)c1ccccc1Cl | 2 | 1.5 | -2 | 18
38 | CC1(C)CC(O)CC(C)(C)N1CC(O)COCCOc1ccc(Br)cc1 (centres undefined) | -3 | -0.7 | -4 | 3
39 | CC(=O)c1c(C)[nH]c(C(=O)OCc2ccccc2F)c1C | 1 | 7.7 | -6 | -73
40 | Cc1ccc(OCC(=O)N(Cc2cccc(Cl)c2)C2CCS(=O)(=O)C2)cc1C (centres undefined) | 2 | -0.1 | 6 | 5
41 | COc1ccc(-n2c(N)c(C(=O)NCc3cccnc3)sc2=S)cc1 | -1 | -1.0 | -5 | -2
42 | CCCCN(CCCNC(=O)C1CCN(C(=O)c2cc3sccc3n2C)CC1)Cc1ccccc1 | -1 | -1.2 | 8 | .
43 | Cc1ccc(C(=O)Nc2ccc3c(c2)nc2n3CCSC2)cc1 | -2 | 2.2 | -1 | -112
44 | Cc1cc(C)n2nc(C(=O)NCCc3ccccc3)nc2n1 | 6 | -0.9 | 1 | -31
45 | CC(C)N1CCC(=O)NC1=O | . | 0.7 | . | 10

item | CCR6 antagonist | NR3A LBD binder | CXCR6 inh | EBI2 antag
31 | 13 | -4 | 5 | -4
32 | 24 | 0 | -2 | 3
33 | 34 | 1 | 66* | -5
34 | 7 | -1 | 6 | 4
35 | 8 | 1 | 6 | -8
36 | -8 | 0 | -4 | -2
37 | -4 | -3 | 1 | -1
38 | -3 | 0 | 5 | -6
39 | 3 | 0 | -4 | -2
40 | -5 | 2 | 4 | 4
41 | -2 | 0 | 7 | -6
42 | 29 | -4 | -1 | 36
43 | -19 | -4 | -11 | -8
44 | -11 | -2 | -3 | -6
45 | 1 | -3 | 4 | -5

Only A3G deaminase, for some of the entries so far:
# | SMILES | A3G deaminase
40 | Cc1ccc(OCC(=O)N(Cc2cccc(Cl)c2)C2CCS(=O)(=O)C2)cc1C (centres undefined) | 6
41 | COc1ccc(-n2c(N)c(C(=O)NCc3cccnc3)sc2=S)cc1 | -5
42 | CCCCN(CCCNC(=O)C1CCN(C(=O)c2cc3sccc3n2C)CC1)Cc1ccccc1 | 8

The main list resumes, starting three compounds before the break.
item | Structure | APOBEC3A inh | MPTP inh | A3G deaminase | Gli-Sufu block
43 | Cc1ccc(C(=O)Nc2ccc3c(c2)nc2n3CCSC2)cc1 | -2 | 2.2 | -1 | -112
44 | Cc1cc(C)n2nc(C(=O)NCCc3ccccc3)nc2n1 | 6 | -0.9 | 1 | -31
45 | CC(C)N1CCC(=O)NC1=O | . | 0.7 | . | 10
46 | O=C(CCN1C(=O)C2CC=CCC2C1=O)N1CCN(c2ccccn2)CC1 (centres undefined) | 2 | 1.6 | 1 | -5
47 | CCn1c(SCC(=O)Nc2cccc(OC)c2)nnc1-c1ccc(Cl)cc1 | 2 | -0.2 | -7 | -6
48 | C/C(=N\NC(=O)c1ccoc1C)c1ccc(Cl)s1 | -2 | -0.2 | -3 | -22
49 | Cc1cccc(NC(=O)c2cc3ccccc3o2)c1 | 0 | 11 | 4 | -88
50 | O=C1CC(c2ccc(O)cc2)Oc2ccccc21 (centres undefined) | -2 | -0.4 | -14 | -15
51 | Cc1ccc(C)c(NC(=S)NCc2ccccc2)c1 | -6 | -0.3 | -9 | 4
52 | CCOC(=O)N1CCN(C(=O)c2cnc3n(c2=O)CCS3)CC1 | 0 | -1.7 | 0 | -3
53 | COC(=O)CN1C(=S)N(C)C(=O)/C1=C/c1cccs1 | -1 | 1.1 | 2 | 1
54 | Cc1cc(F)ccc1N1CCC(N2CCN(C(C)C)C(CCO)C2)CC1 (centres undefined) | -6 | 1.7 | -9 | 9
55 | O=C(O)C1CCCCC1C(=O)NCCCn1ccnc1 (centres undefined) | -1 | -0.2 | -5 | -2
56 | O=c1[nH]c(C2CCCN(S(=O)(=O)Cc3ccccc3)C2)nc2c1nnn2Cc1cccc(Cl)c1 (centres undefined) | 0 | 2.3 | -1 | -1
57 | CCOc1ccccc1NC(=O)CN1c2cccc3cccc(c23)S1(=O)=O | -3 | -1.3 | -5 | -3
58 | O=c1cnc2ccccc2n1CC1CCCCC1 | 2 | 2.5 | -3 | -2
59 | CC(C)NC(=O)C(c1ccc(F)cc1)N(C(=O)CCC(=O)Nc1ccccn1)c1cccc(F)c1 (centres undefined) | -3 | 0.2 | -9 | -3

item | CCR6 antagonist | NR3A LBD binder | CXCR6 inh | EBI2 antag
43 | -19 | -4 | -11 | -8
44 | -11 | -2 | -3 | -6
45 | 1 | -3 | 4 | -5
46 | -6 | -1 | 1 | -1
47 | 8 | 0 | 9 | 2
48 | 1 | -2 | -3 | 9
49 | 13 | -1 | -6 | 12
50 | 11 | 1 | 12 | 4
51 | 14 | -1 | -10 | 4
52 | -11 | 0 | 0 | -3
53 | 7 | -5 | 8 | -3
54 | 10 | -3 | 6 | -10
55 | -12 | 0 | -4 | -4
56 | 4 | -2 | -15 | 8
57 | 3 | -2 | 1 | 10
58 | 18 | -4 | 3 | 4
59 | 18 | 3 | 4 | -1

Assay outcomes from PubChem.
